# CHRM4 PAM: human M4 muscarinic receptor positive allosteric modulators, primary screen, CHO-K1 cells, Fluo-8 calcium fluorescence; Muscarinic acetylcholine receptor M4 (Homo sapiens), P08173; CHO-K1 hM4/Gqi5, ACh EC20; 0% = ACh EC20, 100% = maximal ACh; activation, % at 3 µM; 0.4% of 360,000 active; AID 624126, 2012;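 active means activation above its plate's cutoff, the mean activation of sample wells plus 3 SD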; further: some results filed as inactive read as strong as hits
# Target sequence (P08173 whole entry, looked up): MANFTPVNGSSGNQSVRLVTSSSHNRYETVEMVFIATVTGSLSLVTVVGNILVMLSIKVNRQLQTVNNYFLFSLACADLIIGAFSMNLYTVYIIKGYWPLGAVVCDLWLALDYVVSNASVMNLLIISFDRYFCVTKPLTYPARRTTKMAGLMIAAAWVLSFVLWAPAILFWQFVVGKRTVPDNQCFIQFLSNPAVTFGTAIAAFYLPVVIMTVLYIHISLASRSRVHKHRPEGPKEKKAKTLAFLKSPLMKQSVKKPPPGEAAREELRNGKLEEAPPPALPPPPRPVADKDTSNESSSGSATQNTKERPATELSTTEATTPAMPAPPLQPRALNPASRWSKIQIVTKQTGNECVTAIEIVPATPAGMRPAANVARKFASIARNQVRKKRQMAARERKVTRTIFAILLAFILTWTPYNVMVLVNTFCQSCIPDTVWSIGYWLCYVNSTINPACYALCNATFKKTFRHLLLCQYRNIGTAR
# CHRM5 agonist: human M5 muscarinic receptor agonists, primary screen, CHO-K1 cells, Fluo-8 calcium fluorescence; Muscarinic acetylcholine receptor M5 (Homo sapiens), P08912; CHO-K1 hM5 cells; 0% DMSO wells, 100% maximal acetylcholine response; 0.19% of 360,000 active; activation, % at 3 µM;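 active means activation above the run's mean over test compounds plus 3 SD, cut at about 23% in these data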;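 further: signal is peak over basal fluorescence ratio across the kinetic read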
# Target sequence (P08912 whole entry, looked up): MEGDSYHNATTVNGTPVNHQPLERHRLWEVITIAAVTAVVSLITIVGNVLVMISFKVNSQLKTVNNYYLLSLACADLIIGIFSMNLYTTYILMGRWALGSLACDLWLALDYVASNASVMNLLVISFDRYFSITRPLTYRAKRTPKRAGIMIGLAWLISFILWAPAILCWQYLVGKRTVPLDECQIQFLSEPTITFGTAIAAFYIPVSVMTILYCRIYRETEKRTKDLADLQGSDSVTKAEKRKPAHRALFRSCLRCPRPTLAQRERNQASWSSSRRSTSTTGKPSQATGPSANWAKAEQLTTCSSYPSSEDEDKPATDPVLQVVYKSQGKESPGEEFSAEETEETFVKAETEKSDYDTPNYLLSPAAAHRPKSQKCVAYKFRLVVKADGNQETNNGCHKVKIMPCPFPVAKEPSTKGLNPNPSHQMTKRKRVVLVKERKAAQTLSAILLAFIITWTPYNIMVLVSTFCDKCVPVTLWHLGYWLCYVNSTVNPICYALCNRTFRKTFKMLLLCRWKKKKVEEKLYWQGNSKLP
# CRFR2-BP antag: antagonists of CRF-BP/CRF-R2 complex, primary screen, cell-based, HEK293, calcium dye fluorescence, uHTS | 0.59% of 350,000 active | inhibition, % at 11.8 µM | AID 588475, 2011 | CRF-induced calcium fluorescence;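 active means inhibition of the ligand-induced calcium signal above about 50% at the single tested concentration, limit read from the data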
# M5 PAM: human M5 muscarinic receptor positive allosteric modulators, primary screen, CHO-K1 cells, Fluo-8 calcium fluorescence | Muscarinic acetylcholine receptor M5 (Homo sapiens), P08912 | CHO-K1 hM5, ACh EC20 PAM; 0% = ACh EC20, 100% = ACh EC100 | activation, % at 3 µM | 0.3% of 360,000 active | AID 624038, 2012;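 active means activation above the run cutoff, the mean activation of all test compounds plus 3 SD, cut at about 18% in these data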
#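 Test system: CHO-K1 hM5 cells / Doses: single-point, 3 µM nominal / Times: Post-acetylcholine fluorescence recording 140 s / Technique: Fluo-8 calcium fluorescence / Measure: Max/basal fluorescence ratio as % of EC20–EC100 ACh window / Benchmarks: low control EC20 acetylcholine (0%), high control EC100 acetylcholine (100%) / Replicates: one well per compound, no replicates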
# IDE cell inh: human IDE inhibitors in live cells, primary screen, fluorescence polarization, HEK cells, FAbetaB substrate. Insulin-degrading enzyme (Homo sapiens), P14735. FAbetaB cleavage. inhibition, % at 5.59 µM. 0.41% of 320,000 active. AID 434962, 2010;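 active means percent inhibition above the average of all tested compounds plus 3 SD, set per screening campaign, cut at about 16% in these data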;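 further: IDE supplied by intact live HEK cells; FP after avidin binding of uncleaved biotin substrate so inhibition keeps polarization high; 0% = DMSO wells and 100% = 60 µM reference IDE inhibitor Ii1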
# CHRM5 antagonist: human M5 muscarinic receptor antagonists, primary screen, CHO cells, Fluo-8 calcium fluorescence; CHO-hM5 cells, ACh EC80; inhibition, % at 3 µM; 0.59% of 360,000 active; AID 624040, 2012;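 active means inhibition above a per-plate cutoff, the mean of that plate's test compounds plus 3 SD, cut at about 27% in these data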;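 further: 0% = acetylcholine EC80 with DMSO and 100% = DMSO without agonist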
# M4 antag: human M4 muscarinic receptor antagonists, primary screen, CHO cells, Fluo-8 calcium fluorescence. Muscarinic acetylcholine receptor M4 (Homo sapiens), P08173. inhibition, % at 3 µM. CHO-hM4 cells, ACh EC80. 0.73% of 360,000 active;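 active means inhibition above its plate's cutoff, the mean inhibition of sample wells plus 3 SD, cut at about 27% in these data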;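 further: 0% = acetylcholine EC80 with DMSO and 100% = DMSO without agonist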
# CRFR2-BP ag: agonists of CRF-BP/CRF-R2 complex, primary screen, cell-based, HEK293, calcium dye fluorescence, uHTS; CRF-binding protein / CRF receptor 2 complex (human); calcium dye fluorescence (FLIPR); percent of saturating CRF peptide response; activation, % at 13.2 µM; 0.46% of 350,000 active; AID 588473, 2011;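 active means activation of at least 50%, plus an integration ratio under a set limit after plate pattern correction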;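 further: plate controls were neutral control wells without compound for no effect and CRF at EC100 for full effect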
# M4 ag: human M4 muscarinic receptor agonists, primary screen, CHO-K1 cells, Fluo-8 calcium fluorescence; CHO-K1 hM4/Gqi5; vehicle 0%, full acetylcholine response 100%; AID 624127, 2012; 0.14% of 360,000 active; Muscarinic acetylcholine receptor M4 (Homo sapiens), P08173; activation, % at 3 µM;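 active means activation above the run mean over all test wells plus 3 SD, cut at about 32% in these data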;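 further: peak over basal fluorescence ratio per well then scaled between controls; 0% = DMSO wells and 100% = acetylcholine at EC100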
# * marks the source's active call; other numbers are inactive results; . = not tested or not shown.
SMILES,CHRM4 PAM,CHRM5 agonist,CRFR2-BP antag,M5 PAM,IDE cell inh,CHRM5 antagonist,M4 antag,CRFR2-BP ag,M4 ag
O=C(OCC(=O)N1CCc2ccccc2C1)c1cccc([N+](=O)[O-])c1,-2,-5,9,-1,-1,-2,4,0.1,2
Cc1ccc([C@@H]2CC=C(C(=O)O)[C@H](c3ccccc3)N2S(=O)(=O)c2ccc(C)cc2)cc1,5,-1,5,9,0,-2,0,-0.2,3
COc1ccc(C(=O)COc2ccc3ccc(=O)oc3c2)cc1,-4,4,4,2,4,-13,-2,0.2,1
Cn1c(NNC(=O)C2CCCCC2)cc(=O)n(C)c1=O,1,3,-7,3,6,10,14,-0.5,0
CC(C)(C)c1ccccc1NC(=S)NC1CCCCC1,-12,-17,-2,-6,3,4,6,-9.9,-2
N#CC1=C(N)NC(SCc2ccc(F)cc2)=C(C#N)C12CCCCC2,-9,0,24,-8,2,27,19,-0.5,18
CC(=O)C[C@H]1c2ccccc2S(=O)(=O)N1C1CCCCC1,8,3,4,1,8,0,-8,-5.0,1
Cc1ccccc1-c1nnn(Cc2cccc(S(=O)(=O)N3CCOCC3)c2)n1,-9,5,5,-30,2,9,-10,1.6,28
O=C(c1cc(-c2ccco2)on1)N1CCN(C(c2ccccc2)c2ccccc2)CC1,-21,-10,-37,-8,-1,-15,-6,12,-1
C=CCNC(=S)Nc1sc2c(c1C(N)=O)CCCC2,2,-7,-3,-9,10,14,-5,-1.3,1
C=C(C)C1CC=C(C)/C(=N/NC(=O)c2ccc(NC(=O)CC)cc2)C1 (configuration not stated),6,0,-6,-4,0,-2,-7,-1.8,0
COc1ccc2c(Cl)c(C(=O)NC3CCS(=O)(=O)C3)sc2c1 (configuration not stated),-5,2,-5,5,3,-4,6,-1.3,2
COc1cc(/C=C/C(=O)OCC(=O)NC(=O)NC(C)C)cc(S(=O)(=O)N2CCc3ccccc32)c1OC,8,5,10,9,1,-7,-6,-0.2,3
CCOC(=O)c1c(NC(=O)C(C)NCc2ccco2)sc2c1CCC(C)C2 (configuration not stated),-7,-2,1,-13,5,9,1,0.7,-1
O=C(NCCc1ccccc1)C1CCN(C(=O)Nc2ccccc2)CC1,3,-2,-9,10,9,-5,-6,1.1,1
CN(C)C(=O)CCCc1nc(-c2ccc(Cl)cc2)no1,9,2,10,3,5,-2,-8,-0.7,6
CCCCOc1ccc(NC(=O)C2CC=CCC2C(=O)O)cc1 (configuration not stated),-2,-1,-2,-4,5,8,-11,-0.7,0
O=C(CNCCO)N1CCc2ccccc21,5,-4,-6,-2,4,-1,6,1.3,1
COc1ccc(C2CC(C)=C(C#N)S(=O)(=O)C2C#N)cc1 (configuration not stated),-4,1,-3,2,-3,5,-5,1.6,3
C[C@H](CO)N1C[C@H](C)[C@@H](CN(C)C(=O)Nc2ccc(C(F)(F)F)cc2)Oc2c(cccc2N(C)C)C1=O,10,-1,2,2,5,7,-8,-3.6,0
O=C(NCc1cn(-c2ccccc2)nc1-c1ccccc1)c1cc([N+](=O)[O-])cc([N+](=O)[O-])c1,3,0,13,2,1,2,3,4.2,1
CCSc1nnc(C)c(=O)n1COC(=O)c1ccc(S(=O)(=O)N2CCCC2)cc1,-7,-3,-2,-8,1,9,3,-1.5,1
O=C(c1ccc(-c2ccccc2)cc1)C1CCCN(C(=O)c2ccncc2)C1 (configuration not stated),-2,0,-33,-4,13,12,-3,-1.8,5
O=C(CN1CCC(C(=O)c2ccc(F)cc2)CC1)NCc1ccccc1F,-3,-2,-3,4,0,2,-2,-1.7,3
CCCCNS(=O)(=O)c1ccc(OC)c2ncccc12,-5,-3,8,0,10,-1,1,-2.7,-1
Cc1ccc(-c2cc(C(=O)N(C)Cc3cnn(C)c3C)c3cc(Br)ccc3n2)cc1,-1,2,-7,-14,-1,15,18,-1.4,12
CC1CCC(NC(=O)c2ccc3nc[nH]c3c2)CC1 (configuration not stated),7,-6,-6,3,-2,2,-8,0.3,1
Cn1c(N)c(C(=O)COC(=O)c2ncc(Cl)c(Cl)c2Cl)c(=O)n(C)c1=O,4,-6,-17,-7,-2,4,-8,-1.4,4
COc1cccc(-c2ccc(SCC(=O)NC3CCCC3)nn2)c1,3,-3,-11,6,1,-4,-4,-1.4,2
CN(C(=O)CSC(=O)c1ccccc1)c1ccccc1,3,-1,-4,-6,1,2,-11,0.1,2

# Grouped by structure, the entries above with a Cl atom.
SMILES,CHRM4 PAM,CHRM5 agonist,CRFR2-BP antag,M5 PAM,IDE cell inh,CHRM5 antagonist,M4 antag,CRFR2-BP ag,M4 ag
COc1ccc2c(Cl)c(C(=O)NC3CCS(=O)(=O)C3)sc2c1 (configuration not stated),-5,2,-5,5,3,-4,6,-1.3,2
CN(C)C(=O)CCCc1nc(-c2ccc(Cl)cc2)no1,9,2,10,3,5,-2,-8,-0.7,6
Cn1c(N)c(C(=O)COC(=O)c2ncc(Cl)c(Cl)c2Cl)c(=O)n(C)c1=O,4,-6,-17,-7,-2,4,-8,-1.4,4

# The results go on.
SMILES,CHRM4 PAM,CHRM5 agonist,CRFR2-BP antag,M5 PAM,IDE cell inh,CHRM5 antagonist,M4 antag,CRFR2-BP ag,M4 ag
CC1CCN(c2nc3c(N)ncnc3n2[C@@H]2O[C@H](CO)[C@@H](O)[C@H]2O)CC1,-5,-1,-27,-7,-1,8,7,4.3,0
c1ccc(-c2nnc3sc(CN4CCC5(CC4)OCCO5)cn23)cc1,-3,1,11,-1,2,4,10,-0.4,2
Cc1cc(C)cc(N(C(C)C(=O)NCCC2=CCCCC2)S(C)(=O)=O)c1 (configuration not stated),25,-6,-27,-10,-1,10,-27,-10,0
Cn1c(=O)[nH]c(=O)c2c1nc(N1CCOCC1)n2CC(=O)c1ccccc1,-1,1,-1,4,1,0,-6,-0.4,0
O=C(C[n+]1ccc(/C=N/O)cc1)NC(=O)Nc1ccccc1,-2,-4,3,0,-1,2,19,0.6,-1
Cc1ccc(N(C)S(=O)(=O)c2ccc3c(c2)CC(C)N3C(=O)C2CC2)cc1 (configuration not stated),-9,-5,18,-4,0,11,-2,1.8,8
CCOC(=O)Cc1csc(NC(=O)Cc2ccccc2[N+](=O)[O-])n1,-2,2,-12,4,-1,-11,1,-0.2,1
CCN1CCN(c2ccc(S(=O)(=O)N3CCCCC3)cc2NC(=O)c2cccc(OC(F)F)c2)CC1,5,-2,-12,2,1,2,-5,-1.0,11
CN(c1ccc(C(=O)NC2CC2)cc1)S(=O)(=O)c1ccccc1,9,-3,0,5,6,-3,10,-1.0,2
CC(C)(C)Cn1c(=O)[nH]c(=O)c2cc([N+](=O)[O-])cnc21,4,1,-2,-4,3,-3,7,-0.3,1
COC(=O)Nc1nc(-c2ccc(F)cc2)c(C)s1,8,1,-13,-1,-3,13,2,-5.4,-2
CC1CC(C(O)c2ccccn2)C(=O)C(C(O)c2ccccn2)C1 (configuration not stated),-2,0,10,4,.,4,7,0.1,0
Cc1nnsc1C(=O)N1CCN(c2cc(C(F)(F)F)ccn2)CC1,1,3,-9,-2,6,4,10,-1.7,1
COCC(=O)N1CCCC(CNS(=O)(=O)c2ccc(OC)cc2)C1 (configuration not stated),14,0,2,7,2,-3,-19,1.6,1
CC(C)[C@H](NC(=O)N1CCn2c1nc1ccccc12)C(=O)N[C@H](C(=O)O)c1ccccc1,11,1,2,1,0,3,-10,-1.5,1
Cc1ccc(N2CCN(C(=O)CNS(=O)(=O)c3ccc(Br)s3)CC2C)cc1 (configuration not stated),-7,-2,-5,-9,10,9,10,2.0,3
O=C(CN(C(=O)c1csnn1)c1ccccc1C(F)(F)F)NCc1ccccc1,-4,3,-5,-4,-3,19,-5,-0.1,1
CC1(c2nnc(-c3ccc(F)cc3)o2)CC(c2ccccc2)=NO1 (configuration not stated),21,-5,6,-1,-1,5,-1,-3.2,1
CCCCn1c(N)c(N(CC(C)C)C(=O)C2CCN(c3ncnc4sc(C)c(C)c34)CC2)c(=O)[nH]c1=O,3,2,-16,-4,3,6,-6,1.8,0
CCOC(=O)c1c(N2CCN(c3ccccc3)CC2)cc(C)nc1C,2,6,-1,8,.,-2,-10,2.7,5
Clc1ccc(-c2nnc(-c3ccc4ccccc4c3)o2)cc1,2,1,-15,1,.,4,-8,3.7,0
CC(=O)N(C(C)=O)S(=O)(=O)c1ccc(N=NN2CCOCC2)cc1,10,1,13,4,1,-1,6,-3.0,0
Cc1nnc(NC(=O)C2CCCN(S(=O)(=O)c3ccccc3C(F)(F)F)C2)s1 (configuration not stated),9,4,-37,3,0,1,0,-4.1,-1
COc1ccc(N2CC(C(=O)NCCS(=O)(=O)N3CCN(c4ccccc4)CC3)CC2=O)cc1 (configuration not stated),-1,2,-7,-3,-1,14,6,0.5,0
O=C(CSc1nnc(CNC(=O)c2cccs2)o1)Nc1cccc(C(F)(F)F)c1,-7,1,19,-1,-8,4,2,-0.6,6
COC(=O)CC1C(=O)NCCN1C(=O)CSc1nc2ccccc2c(=O)n1CC(C)C (configuration not stated),0,-2,1,7,1,2,-5,-3.1,3
CC12CCC(C(=O)NCc3ccco3)(OC1=O)C2(C)C (configuration not stated),-6,1,18,-8,1,0,-5,-1.7,0
COc1cc(NC(=S)NNC(=O)C(C)(C)O)cc(OC)c1,-4,-4,-5,4,-2,-6,0,0.2,2
C/C=C/C=C/C(=O)N1CC2(CC(c3cccc(NC(=O)CCCCC)c3)=NO2)C[C@H]1C(N)=O (some centres not stated),5,2,1,7,-4,7,-2,-0.2,0
CCNC(=O)C1(C)CCCN(C(=O)c2ccc3ccccc3n2)C1 (configuration not stated),0,4,.,-3,.,9,-4,.,0
Cn1c2ccccc2c(=O)c2ccc(NCCc3cccs3)cc21,0,5,4,-4,1,18,-1,-0.2,10
Oc1cccc2cc(Nc3ccccc3)cnc12,2,1,.,-1,.,4,-9,.,2
CC(=O)NC(c1ccc(F)c(F)c1)c1nc(-c2cccc(F)c2)cs1 (configuration not stated),-3,0,.,-1,.,10,14,.,1
CCCN1CCC(=O)N([C@H](CSc2ccc(OC)cc2)Cc2ccccc2)CC1,-2,-10,4,0,3,7,5,-0.8,6
CS(=O)(=O)c1cccc(-c2csc(N3CCC(C(N)=O)CC3)n2)c1,0,-4,-5,-8,5,9,-4,-0.4,1
CCN(C(=O)Cc1c(C(=O)O)n(C)c2ccccc12)c1cc(OC)ccc1OC,5,-4,-17,2,8,-7,-7,0.2,1
COc1ccc(CCN2CC(C(=O)N(C)CC(=O)Nc3ccc(Cl)c(C(F)(F)F)c3)CC2=O)cc1OC (configuration not stated),7,-1,-1,2,.,2,-3,-0.1,4
CCOC(=O)Cc1c(C)[nH]c(=S)[nH]c1=O,8,2,-15,0,1,-5,9,-2.1,0
